# RAD54 branch – inhibitors of human RAD54 branch migration. inhibition, % at 10.4 µM. hit rate 0.14% among 360,000. Q92698. RAD54 Holliday junction branch migration, FAM/BHQ fluorescence;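 active means mean normalized replicate activity at least 40 and at least half of replicates scoring 40 or more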;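 further: 0% = median of neutral control wells and 100% = median of positive control wells; inhibitors cause a drop in the FAM fluorescence signal; in these data hits start at about 50%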
# Target sequence (Q92698 whole entry, looked up): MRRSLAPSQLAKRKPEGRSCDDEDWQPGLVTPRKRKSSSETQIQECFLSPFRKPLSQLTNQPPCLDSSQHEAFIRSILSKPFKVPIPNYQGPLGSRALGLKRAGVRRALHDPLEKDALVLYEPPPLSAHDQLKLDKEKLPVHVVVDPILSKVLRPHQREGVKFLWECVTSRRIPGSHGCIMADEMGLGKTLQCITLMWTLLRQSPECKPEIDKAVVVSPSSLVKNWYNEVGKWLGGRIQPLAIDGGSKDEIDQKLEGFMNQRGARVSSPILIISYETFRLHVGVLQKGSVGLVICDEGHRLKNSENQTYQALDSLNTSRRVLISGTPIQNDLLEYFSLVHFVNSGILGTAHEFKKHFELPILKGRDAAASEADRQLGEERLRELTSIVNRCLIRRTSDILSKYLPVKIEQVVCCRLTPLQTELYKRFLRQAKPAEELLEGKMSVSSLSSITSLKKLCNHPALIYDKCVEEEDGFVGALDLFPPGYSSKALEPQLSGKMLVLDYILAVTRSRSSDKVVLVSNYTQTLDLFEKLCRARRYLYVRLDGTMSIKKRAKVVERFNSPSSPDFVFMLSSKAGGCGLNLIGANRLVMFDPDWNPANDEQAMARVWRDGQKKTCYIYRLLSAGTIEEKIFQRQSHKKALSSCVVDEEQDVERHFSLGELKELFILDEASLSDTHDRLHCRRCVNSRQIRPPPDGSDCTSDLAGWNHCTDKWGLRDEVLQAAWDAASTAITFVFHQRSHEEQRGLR
# ARNT TACC3 PPI – disrupts binding between human ARNT and TACC3; Q9Y6A5; AlphaScreen His-ARNT PAS-B/GST-TACC3 binding, luminescence; TACC3 fragment carries E629A point mutation; inhibition, % at 9.99 µM; hit rate 0.66% among 390,000; AID 623870;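 active means mean inhibition of replicates at least 50% and at least half of replicates each reaching 50%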;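 further: 0% = complete ARNT plus TACC3 wells and 100% = ARNT alone without TACC3; many hits fall short of the cut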
# E-selectin induc – induces E-selectin expression in human endothelial cells; HUVEC E-selectin immunofluorescence imaging; normalized: neutral wells 0, TNF-alpha wells 100; AID 686992; hit rate 0.37% among 260,000; activation, % at 7.58 µM;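 active means mean E-selectin-positive cell signal at least 10% of the positive control, reached in at least 60% of replicates, without over 20% cell loss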;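 further: in these data hits start at about 27%; measured in HUVEC primary endothelial cells; signal is the percent of cells scored E-selectin positive by PE staining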
#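 Material: HUVEC primary endothelial cells; Amount: 3,000 cells per well; Dosing: single concentration; Medium: EGM-2 growth medium on 0.1% gelatin-coated wells; Read-out basis: percent E-selectin-positive cells; Signal: immunofluorescence imaging; Control set: TNF-alpha, DMSO.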
# ERp5 inh – blocks human ERp5 reductase activity on insulin; Q15084; ERp5 insulin aggregation, absorbance 650 nm, 90 min; inhibition, % at 9.99 µM; hit rate 0.05% among 350,000; AID 651711;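 active means mean replicate inhibition above about 25%, with every replicate also reaching it, limit read from the data, passing the limit was not always enough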
# RAD52 inh – RAD52 (human) annealing inhibition; AID 651710; inhibition, % at 18.7 µM; recombinant RAD52 DNA annealing, FRET fluorescence; P43351; hit rate 0.46% among 360,000;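 active means every replicate showing at least 50% inhibition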
# PglD inh – inhibitors of Campylobacter jejuni PglD acetyltransferase. purified PglD enzyme, DTNB colorimetric CoA detection. AID 602405. inhibition, % at 12.5 µM. hit rate 0.098% among 360,000; in the data active means inhibition above about 16%, passing the limit was not always enough; further: strong numbers were not always called active
# esBAF inh – inhibitors of esBAF chromatin remodeling in mouse ES cells. Bmi1-luciferase knock-in reporter, 24 h; 100% = twice the neutral-well signal. reporter increase, % at 12.5 µM. hit rate 2% among 350,000; in the data active means activation above about 40%;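 further: 0% = median of the plate's neutral control wells and 100% = double that signal; a rise in the Bmi1 reporter signal indicates esBAF inhibition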
# CASP6 VEID inh – inhibitors of human caspase-6; purified caspase-6, Z-VEID-R110 cleavage fluorescence; hit rate 0.53% among 350,000; P55212; inhibition, % at 12.5 µM; AID 686996;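 active means mean inhibition across replicates at least about 35%, with every replicate also reaching that limit, limit read from the data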;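 further: 0% = median of neutral control wells and 100% = no fluorescence left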
# Target sequence (P55212 24-179 limits assumed): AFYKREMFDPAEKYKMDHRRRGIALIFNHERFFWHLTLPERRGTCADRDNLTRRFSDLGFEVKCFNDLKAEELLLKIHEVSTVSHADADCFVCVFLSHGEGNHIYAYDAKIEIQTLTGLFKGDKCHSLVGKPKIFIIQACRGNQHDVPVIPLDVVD
# Target sequence (P55212 194-293 limits assumed): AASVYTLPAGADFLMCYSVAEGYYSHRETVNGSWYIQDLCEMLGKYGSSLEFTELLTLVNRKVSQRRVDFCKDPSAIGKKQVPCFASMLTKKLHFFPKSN
# * hit, by the source's call; x = no result given.
# Start of the data: the first six records, to show the layout:
SMILES,RAD54 branch,ARNT TACC3 PPI,E-selectin induc,ERp5 inh,RAD52 inh,PglD inh,esBAF inh,CASP6 VEID inh
Cc1ccc(-c2nnn(CC(=O)N(Cc3ccco3)C(C(=O)NC(C)(C)C)c3ccc(C)o3)n2)o1 (stereo not given),x,2.2,x,-8.1,-21.4,x,x,3.9
O=C(C[C@H]1CC[C@H]2[C@@H](COC[C@@H](O)CN2C(=O)Nc2ccc(F)cc2)O1)NC1Cc2ccccc2C1,0.5,2.7,-0.1,-0.6,2.3,-1.3,7.5,2.0
CCOC(=O)CC(=O)CSc1nc(-c2ccc3c(c2)OCO3)cc(C(F)(F)F)c1C#N,-10.6,-10.8,x,3.6,-39.9,-3.0,-3.5,1.0
COC(CNC(=O)C(=O)NCC1OCCN1C(=O)c1ccc(Cl)cc1)OC (stereo not given),3.8,-3.8,0.0,-4.9,-5.8,3.4,-3.9,2.6
CCOC(=O)c1nn(-c2ccc(C)cc2)c(C)c1C(C)=O,-9.5,-6.0,x,x,x,0.2,-5.8,x
C[C@H]1CN([C@@H](C)CO)C(=O)CCCn2cc(nn2)CO[C@H]1CN(C)Cc1ccccc1C(F)(F)F,-22.6,x,-0.1,1.2,5.5,1.3,1.8,-2.0

# All compounds of this part, previewed entries included:
SMILES,RAD54 branch,ARNT TACC3 PPI,E-selectin induc,ERp5 inh,RAD52 inh,PglD inh,esBAF inh,CASP6 VEID inh
Cc1ccc(-c2nnn(CC(=O)N(Cc3ccco3)C(C(=O)NC(C)(C)C)c3ccc(C)o3)n2)o1 (stereo not given),x,2.2,x,-8.1,-21.4,x,x,3.9
O=C(C[C@H]1CC[C@H]2[C@@H](COC[C@@H](O)CN2C(=O)Nc2ccc(F)cc2)O1)NC1Cc2ccccc2C1,0.5,2.7,-0.1,-0.6,2.3,-1.3,7.5,2.0
CCOC(=O)CC(=O)CSc1nc(-c2ccc3c(c2)OCO3)cc(C(F)(F)F)c1C#N,-10.6,-10.8,x,3.6,-39.9,-3.0,-3.5,1.0
COC(CNC(=O)C(=O)NCC1OCCN1C(=O)c1ccc(Cl)cc1)OC (stereo not given),3.8,-3.8,0.0,-4.9,-5.8,3.4,-3.9,2.6
CCOC(=O)c1nn(-c2ccc(C)cc2)c(C)c1C(C)=O,-9.5,-6.0,x,x,x,0.2,-5.8,x
C[C@H]1CN([C@@H](C)CO)C(=O)CCCn2cc(nn2)CO[C@H]1CN(C)Cc1ccccc1C(F)(F)F,-22.6,x,-0.1,1.2,5.5,1.3,1.8,-2.0
CC(=O)c1ccc2c(c1)CC(C)C(=O)N2C (stereo not given),7.2,-0.7,5.2,-0.1,-8.4,-1.4,x,1.5
C[C@@H]1CCCCO[C@@H](CN(C)Cc2ccccc2)[C@H](C)CN([C@H](C)CO)C(=O)c2cc(NC(=O)c3ccncc3)ccc2O1,7.3,-3.1,0.0,-5.2,13.1,0.2,1.5,-1.6
CCn1c(O)c2ccc(C(=O)N=NC(=O)c3cccnc3)cc2c1O,x,-6.8,x,2.9,-5.4,x,x,-2.5
O=C(C[C@@H]1CC[C@@H](NS(=O)(=O)c2ccc(F)cc2)[C@@H](CO)O1)NCc1ccc(Cl)c(Cl)c1,-4.5,15.9,2.2,-2.4,-3.6,1.2,13.4,-0.1
O=C(COCc1cc(-c2ccc3c(c2)OCO3)on1)N1CCCCC1,-3.0,27.4,x,3.3,-7.8,-2.0,32.8,-3.5
COc1cccc(CC2(CO)CCCN(CC3=Cc4cc(Cl)ccc4OC3)C2)c1 (stereo not given),-4.1,-4.9,x,0.5,-95.2,1.0,6.2,-0.3
CC1(C(=O)NC(=S)NNC(=O)c2ccncc2)CCCCC1,-0.1,7.1,x,x,x,4.9,2.6,x
O=C(C[C@@H]1CC[C@H]2[C@@H](COC[C@@H](O)CN2Cc2ccccc2F)O1)NC1CCC1,4.5,-0.8,0.0,2.7,-13.4,2.2,0.3,0.6
CC(C)CNS(=O)(=O)c1ccc(CCC(=O)NCCC2=CCCCC2)cc1,-1.2,-3.2,x,-2.0,-3.5,-2.9,5.5,5.1
COc1ccc(S(=O)(=O)Nc2ccc3c(c2)C(=O)N([C@@H](C)CO)C[C@H](C)[C@@H](CN(C)S(=O)(=O)c2ccc(F)cc2)O3)cc1,-4.9,-3.5,0.1,-2.7,-10.4,0.7,-1.5,-4.7
O=C(NC(=S)NCCC1=CCCCC1)c1ccco1,x,2.8,x,-8.6,-1.4,x,x,1.1
COC(=O)c1ccc(-n2cncn2)c([N+](=O)[O-])c1,x,5.1,-5.1,2.0,-2.5,x,x,1.1
Cc1nnsc1S(=O)c1ccccc1Cl (stereo not given),-1.1,-1.0,0.1,1.8,-14.3,4.6,-7.1,0.8
COc1ccc(OC)c2c(C)cc(N3CCN(C(=O)c4ccc(Cl)cc4)CC3)nc12,3.9,-7.0,x,x,x,-4.0,-0.7,x
O=C(Cn1c(COc2ccccc2)nc2ccccc21)Nc1cc(Cl)cc(Cl)c1,-1.8,-0.1,x,x,x,3.4,-7.4,x
COc1ccc(C(=O)NC(=S)N2CCNC(=O)C2)cc1Br,6.0,-1.4,-0.1,-2.8,-15.5,-2.1,-2.6,3.5
CCCNS(=O)(=O)c1ccc(OCC(=O)Nc2ccc3c(c2)OCO3)cc1,x,-5.8,x,6.9,-6.5,x,x,-0.6
O=c1cc(N2CCCCC2)c(-c2ccccc2)nn1Cc1cccc(Cl)c1,-6.7,-1.5,x,x,x,-5.0,4.9,x
O=C1NC(=O)C(Cc2ccccc2)(c2cccnc2)N1 (stereo not given),5.4,-2.1,x,2.9,-14.2,0.6,4.6,1.8
O=S1(=O)CC/C(=N\O)c2ccccc21,-4.1,8.7,x,x,x,1.0,1.4,x
Cc1ccc(CNC(=O)Cc2cccs2)cc1,-5.8,-0.4,x,x,x,1.4,12.3,x
CCOC(=O)N1CCN(C(=O)/C=C/c2ccc(OC)c(OC)c2)CC1,5.2,-13.2,0.7,2.3,-3.1,-1.0,-3.2,0.0
CCn1nnc(NC(=O)C(c2ccccc2)c2ccccc2)n1,5.6,31.0,0.2,0.1,-5.3,0.8,-8.0,-1.9
CO[C@H]1CN(C)C(=O)c2cc(NC(C)=O)ccc2OC[C@@H](C)N(C(=O)C2CCOCC2)C[C@H]1C,-6.0,-4.4,-0.2,2.8,-12.7,0.1,-0.5,-1.4
CCOC(=O)CSc1cc(=O)n(CC)c2ccccc12,-6.5,-8.1,x,x,x,-1.3,9.0,x
COc1ccc(/C=C/c2cccc[n+]2C)c(O)c1,1.1,5.1,x,0.3,-2.3,0.7,-4.6,-17.8
Cc1ccc(C(=O)NC(CCc2ccccc2)C(=O)O)cc1 (stereo not given),-11.4,-8.8,0.1,2.4,1.7,-3.3,12.4,9.6
O=C(Nc1ccc(N2CCN(c3ccc(C(F)(F)F)cn3)CC2)nc1)c1cccs1,x,-6.7,x,4.4,-10.6,x,x,-1.9
Cc1ccc(-c2[nH]nc3c2C(c2ccoc2)C(C#N)=C(N)O3)cc1C (stereo not given),8.2,12.0,x,x,x,0.6,14.1,x
Cc1cccc(NC(=O)c2cccnc2)c1C,-2.0,-3.1,-0.1,3.7,5.4,8.0,1.0,-0.6
C[C@H]1CN([C@@H](C)CO)C(=O)c2cccc(NC(=O)Nc3ccccc3)c2O[C@H]1CN(C)Cc1ccc(Cl)c(Cl)c1,5.5,-1.2,x,5.6,-20.6,1.7,0.5,2.0
Cc1cccc(NC(=S)N(Cc2cccc(Br)c2)CC2CCC(C(=O)O)CC2)c1 (stereo not given),x,-7.8,-1.0,-1.7,18.1,x,-8.8,-0.8
c1ccc(-c2nc(N3CCOCC3)cc(N3CCOCC3)n2)cc1,-10.4,-7.1,-0.3,-3.5,-1.3,7.2,-11.8,1.3
OCC[C@H]1C[C@H](O)[C@@H](O)[C@]2(OCc3ccccc32)O1,-2.1,-1.2,0.2,-2.7,-10.5,-3.1,-0.4,-3.8
Cc1cccc(CS(=O)(=O)Cc2ccc(C(=O)NC3CCCC3)o2)c1,4.9,1.8,x,1.8,-0.6,0.8,-0.9,2.4
Cc1cccc(C(=O)OCC(=O)NCc2cccs2)c1,-0.4,-4.7,x,-0.5,-5.0,0.9,-10.1,-1.1
Cc1ccc(C(=O)NNC(=O)c2ccc(NS(=O)(=O)c3cccs3)cc2)o1,-11.9,-0.1,x,-12.0,-10.5,3.2,-6.3,1.3
O=C(NCc1cccc(C(F)(F)F)c1)C1CC(c2ccccc2C(F)(F)F)=NO1 (stereo not given),-1.9,-7.2,0.1,-1.0,6.4,6.1,-0.1,1.0
CCC(CC)C1C(C#N)=C(N)Oc2cc(C)oc(=O)c21 (stereo not given),-4.1,-1.0,x,0.2,-25.5,-8.2,-2.4,x
O=C(C[C@H]1C[C@H]2c3cc(NC(=O)C4CCC4)ccc3O[C@H]2[C@@H](CO)O1)NCc1ccc2c(c1)OCO2,-2.9,-4.3,-0.3,3.5,0.5,1.1,3.1,0.4
CCOC(=O)C1=CCC(c2ccccc2C)N(S(=O)(=O)c2ccc(C)cc2)C1 (stereo not given),-7.3,x,-1.4,-0.3,-8.3,3.3,-6.3,1.3
CC1CC2(CCCCC2)Nc2ccc3ccccc3c21 (stereo not given),7.9,-3.4,x,x,x,-4.1,-0.1,x
CN(Cc1ccccc1)C(=O)CSc1nc2ccccc2c(=O)n1Cc1ccco1,-14.3,3.0,x,x,x,2.8,9.8,x
COc1ccccc1/C=C/CN1CCOCC1,-5.1,-1.2,x,10.2,-14.3,2.4,4.0,0.2
# (next part)
SMILES,RAD54 branch,ARNT TACC3 PPI,E-selectin induc,ERp5 inh,RAD52 inh,PglD inh,esBAF inh,CASP6 VEID inh
CCOC(=O)C1=C(C)NC(=O)NC1c1ccccc1Cl (stereo not given),-0.8,0.8,x,x,x,-4.1,-2.8,x
COc1cc(OC)c2ccc(=O)oc2c1C(CC(=O)N1CCOCC1)c1ccc(N(C)C)cc1 (stereo not given),-5.3,3.4,1.1,x,x,-4.3,0.3,x
O=C(O)Cc1sc(Nc2cccc3ccccc23)nc1-c1ccc(F)cc1,-0.5,-15.6,0.5,2.5,-9.2,-5.8,6.5,3.0
COc1ccc(S(=O)(=O)N2CCCC2C(=O)Nc2ccc(C)cc2)cc1 (stereo not given),5.8,-8.0,x,x,x,-0.2,0.2,x
Cn1c(=O)c2c(nc(N3CCc4ccccc4C3)n2Cc2ccc(Br)cc2)n(C)c1=O,-2.3,1.1,x,x,x,10.1,-1.8,x
CC(=O)c1cc(C#N)c(SCC(=O)Nc2nccs2)nc1C,-8.3,-2.9,x,-7.3,-11.1,0.7,64.7*,-2.1
COc1ccc(CCC2CCNCC2)cc1,-1.9,0.8,x,-3.2,16.7,0.5,0.5,-14.9
COc1cccc(NC(=O)C2CCN(c3cnccn3)CC2)c1,-5.7,2.6,x,6.3,-13.8,1.3,-2.2,-4.9
O=C1Nc2ccccc2/C1=C/c1ccccc1Cl,-15.0,16.9,-0.1,1.0,-9.2,-1.5,-6.6,-1.8
O=C(Nc1cccc(Cl)c1)N1N=CCC1c1ccccc1 (stereo not given),-1.2,x,-0.4,7.3,-8.5,-5.2,x,-7.7
CCCCn1c(=O)[nH]c(=O)c2c1nc(-c1ccc3ccccc3c1)n2CC,x,38.2,-1.8,-9.4,-15.5,x,x,-1.7
COC(=O)c1c(NC(=O)C2Cc3ccccc3C(=O)O2)sc2c1CCCC2 (stereo not given),x,0.0,x,6.8,-15.9,x,1.4,1.4
CCCC(=O)Nc1nn(C)c2nc3ccc(C)cc3cc12,5.5,-7.9,x,1.8,-3.5,-0.7,-8.2,-0.2
Cn1ncc(C#N)c1NC(=O)C1CC(c2c(F)cccc2Cl)=NO1 (stereo not given),-2.1,4.3,x,x,x,-4.4,-0.7,x
CCOC(=O)N1CCN(c2cc(C)c([N+](=O)[O-])cc2F)CC1,-3.3,-11.8,x,5.7,-9.6,-10.1,1.2,0.1
CCC(CC)C(=O)Nc1nnc(S(=O)(=O)N2c3ccccc3CC2C)s1 (stereo not given),3.4,-8.6,0.0,-3.4,-13.4,8.1,-5.8,-2.5

# From PubChem
